Source: PubChem BioAssay
KCNH2 3.1 inh – KCNH2 3.1 (human) potassium channel inhibition. activity change, % (tested at about 1.8 µM). U2OS KCNH2 3.1, thallium flux FluxOr; stronger effect = lower value. AID 720553. hit rate 0.95% among 340,000;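 active = maximum activity change below -70%; inconclusive = maximum activity change from -70% to -50%; inactive = maximum activity change above -50%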;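 also: thallium influx rate constant from kinetic fluorescence after stimulation buffer; % is scaled to controls: 0 for no effect and ±100 for the full control effect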
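Normalized rate constant (relative to positive and negative DMSO controls) derived from a 2 min kinetic fluorescence read after stimulation; U2OS cells expressing the 3.1 isoform via virus at 1.77 x 10^8 /mL.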
MLL CXXC-DNA inh – MLL CXXC-DNA interaction inhibition | hit rate 0.037% among 290,000 | Q03164 | Potency, µM (top dose mostly 115 µM), without a hit: at the highest dose activity change, negative = inhibition, most hits filed as inhibitors | MLL-CXXC / FITC-HOXA9 DNA fluorescence polarization | AID 2662; active = well fitted inhibition curve with a large enough effect in the polarisation, with a control signal flat, not every such curve was filed as active; inconclusive = small, poorly fitted or top-dose-only effect, or effect the other way, or a change in a side signal; inactive = no such curve, though single readings can be large or run the other way; the % refers to the polarisation; also: potency is read from the fitted curve at half-maximal effect
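Purified MLL-CXXC (added from a 7 uM solution) was preincubated 5 min at ambient with pinned compounds in 50 mM Tris-HCl pH 7.5, 50 mM NaCl, 1 mM DTT, 0.05% BSA. Fluorescein-labeled HOX-A9 DNA (50 nM solution) followed, 30 min, then polarization read.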
A-T KAP1 phos – potential ataxia-telangiectasia treatments restoring KAP-1 phosphorylation; […] A-T fibroblasts, KAP-1 phosphorylation AlphaLISA; neocarzinostatin DNA damage 30 min before lysis; Potency, µM (doses to about 57.5 µM), inactives show at the highest dose activation, usual class: activators; hit rate 0.19% among 320,000; also: potency is read from the fitted curve at half-maximal effect; % of control where 0% means no effect; nearly all actives have a fitted effect of over 45% in size
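hTERT-immortalized A-T patient fibroblasts ([…]), 500 cells/well in OPTI-MEM, 1% FBS, got compounds for 60 min, then NCS for 30 min at 37C. Lysates were then assayed for phospho-KAP-1 by AlphaLISA (anti-pKAP1 donor, anti-KAP1 acceptor beads), 6 hr at 25C.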
TRPV1 agonist – human TRPV1 agonism | AID 540275 | TRPV1-expressing cells, Fluo-8 calcium influx, agonist mode | Q8NER1 | activation, % at 8.33 µM | hit rate 0.19% among 320,000; in the data active = activation above about 80%; inconclusive = between about 30% and that limit; also: 0% is about no effect
Target sequence (Q8NER1 whole entry, looked up): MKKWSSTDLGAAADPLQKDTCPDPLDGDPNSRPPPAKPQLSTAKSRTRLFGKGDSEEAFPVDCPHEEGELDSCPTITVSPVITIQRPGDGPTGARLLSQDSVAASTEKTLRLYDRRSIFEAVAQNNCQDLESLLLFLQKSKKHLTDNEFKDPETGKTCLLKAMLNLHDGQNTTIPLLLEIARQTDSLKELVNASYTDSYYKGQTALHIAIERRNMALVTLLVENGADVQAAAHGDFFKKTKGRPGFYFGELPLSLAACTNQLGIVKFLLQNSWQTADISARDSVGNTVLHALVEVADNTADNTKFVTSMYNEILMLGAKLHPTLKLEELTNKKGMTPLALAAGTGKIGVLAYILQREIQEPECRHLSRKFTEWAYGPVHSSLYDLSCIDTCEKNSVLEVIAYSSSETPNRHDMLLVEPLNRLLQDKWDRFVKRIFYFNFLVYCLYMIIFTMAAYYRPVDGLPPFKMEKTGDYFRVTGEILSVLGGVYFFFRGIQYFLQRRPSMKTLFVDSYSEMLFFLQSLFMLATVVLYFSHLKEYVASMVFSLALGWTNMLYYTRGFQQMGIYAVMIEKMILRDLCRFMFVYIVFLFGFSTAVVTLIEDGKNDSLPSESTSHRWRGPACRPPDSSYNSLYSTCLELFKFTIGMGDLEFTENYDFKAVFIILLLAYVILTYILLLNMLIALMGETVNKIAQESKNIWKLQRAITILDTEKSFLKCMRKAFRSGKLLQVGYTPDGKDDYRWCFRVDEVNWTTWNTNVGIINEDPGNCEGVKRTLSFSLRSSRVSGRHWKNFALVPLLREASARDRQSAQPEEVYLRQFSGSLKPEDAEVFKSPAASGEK
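Cells expressing TRPV1 were dye-loaded with Fluo-8 and read kinetically: 10 s baseline, 3 min after compound (agonist portion), then 2 min after EC20 capsaicin (allosteric enhancer portion). Calcium-bound dye fluorescence at 480/520 nm.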
Integrin act MD – activators of alpha7 integrin expression for muscular dystrophy; alpha7betagal myoblasts, beta-gal FDG fluorescence, 48 h; hit rate 0.064% among 350,000; AID 624291; Potency, µM (doses to about 38.3 µM), without a hit: at the top dose activation, actives largely listed as activators;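 also: potency is read from the fitted curve at half-maximal effect; 100% = response of the positive control SU9516; nearly all actives have a fitted effect of over 60% in size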
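alpha7betagal+/- myoblasts (passage 13, 250/well) treated 48 h at 37C with compounds at 1:260 dilution of DMSO stock. Lysed, then beta-galactosidase activity read as FDG fluorescence (ex 480/em 540) after 30 min, with pre-read for autofluorescence.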
MBNL1 CUG block – MBNL1-poly(CUG) RNA binding inhibition; Q9NR56; TR-FRET MBNL1-His/biotin-(CUG)12 binding, 665/545 ratio; Potency, µM (doses to about 57.5 µM), for the others: at the top dose activity change, negative = inhibition, hits mostly inhibitors; hit rate 0.036% among 280,000; AID 2675; active = well fitted inhibition curve with a large enough effect in the signal ratio, with a control signal flat, not every such curve was filed as active; inconclusive = small, poorly fitted or top-dose-only effect, or effect the other way, or a change in a side signal; inactive = no such curve, though single readings can be large or run the other way; the % refers to the signal ratio; also: potency is read from the fitted curve at half-maximal effect; % is scaled to controls: 0 for no effect and ±100 for the full control effect
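MBNL1-His + Biotin-(CUG)12, cpd titration 92 nM–58 uM; Tb anti-His Ab 0.055 ng/ul, SA-XL665 5 nM (final); 60 min RT; ratiometric 665/545 nm, Ex 340 nm; normalized to buffer and full-complex controls.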
Coupling enz – inhibits coupling enzyme system, counter-screen for aldolase hits | coupling enzyme system counterscreen, AmpLite Red fluorescence | activity change, negative = inhibition, % at 58.2 µM, hits read low | hit rate 0.67% among 290,000 | AID 2472; in the data active = activity change below about -30%; also: % is scaled to controls: 0 for no effect and ±100 for the full control effect
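Coupling enzymes only (glyceraldehyde-3-phosphate) + compound, at 57.5 uM final, 10 min RT; add substrate/coupling/AmpLite Red mix, 20 min RT; fluorescence ex 525/em 598 nm. Actives flag coupling-system interference.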
ASM inhibitor – human S-ASM enzyme inhibition. P17405. placental ASM, HMU-PC fluorogenic substrate, 60 min. Potency, µM (highest dose often 57.5 µM), for inactives: at the top dose activity change, negative = inhibition, most hits filed as inhibitors. hit rate 0.006% among 340,000. AID 504937; also: potency is read from the fitted curve at half-maximal effect
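Steps: dispense placental human ASM, pin compound, wait 10 min at room temperature, add HMU-PC0 substrate at 9 uM final, incubate 60 min at 37 °C, add stop solution raising pH to 10, read fluorescence.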
hERG WT inh – blocks the wildtype human KCNH2 potassium channel | U2OS, BacMam KCNH2, thallium flux FluxOr; stronger effect = lower value | hit rate 0.37% among 340,000 | activity change, % at 1.84 µM | Q12809;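 active = maximum activity change below -70%; inconclusive = maximum activity change between -70% and -50%; inactive = maximum activity change above -50%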; also: % is scaled to controls: 0 for no effect and ±100 for the full control effect
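U2OS cells were transduced with wild-type KCNH2 virus (2.03 x 10^8 / mL) for 4 h at room temperature, then cultured overnight at 37 C. Thallium flux was read with FluxOr dye. Rate constants were normalized to DMSO controls.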
GALK inh – blocks human galactokinase activity. P51570. AID 1868. Potency, µM (doses to about 57.5 µM), for the others: at the highest dose activity change, negative = inhibition, hits mostly inhibitors. hit rate 0.007% among 270,000. Purified GALK, Kinase-Glo residual ATP luminescence; also: potency is read from the fitted curve at half-maximal effect; % is scaled to controls: 0 for no effect and ±100 for the full control effect
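Kinase-Glo Plus luminescence measured ATP left after a 1 h room-temperature reaction. The reaction used 5 nM GALK, 100 uM galactose and 35 uM ATP at pH 8.0 (20 mM HEPES, 5 mM MgCl2, 60 mM NaCl, 1 mM DTT, 0.01% BSA).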
An asterisk follows results filed as active; ? = inconclusive; . = no result given; [ ] = remark or other dose. Unless noted, calls follow the shape of the dose curve; as a rule, active = well fitted curve in the direction sought with a large enough effect; inconclusive = small, poorly fitted or top-dose-only effect, or another doubt; inactive = no such curve, though single readings can be large; an effect the other way counts as inactive or inconclusive. Random draw from the library; any-hit rate near 2%.

SMILES | KCNH2 3.1 inh | MLL CXXC-DNA inh | A-T KAP1 phos | TRPV1 agonist | Integrin act MD | MBNL1 CUG block | Coupling enz | ASM inhibitor | hERG WT inh | GALK inh
CCCCCc1ccc(C(=O)CCCC)c(=S)[nH]1 | -10 | 6% | -3% | 12 | -6% | 0% | -3 | 1% | 2 | -4%
CCOc1ccc2c(c1)C(c1ccccc1)=NNC(c1ccccc1)=N2 | -22 | 2% | 2% | -2 | -18% | 16% | -3 | -8% | 4 | -2%
CC(C(=O)c1ccc(-c2ccccc2)cc1)[n+]1cccc(Br)c1 (stereo not given) | 1 | 5% | -2% | 1 | -20% | 8% | 4 | -3% | 5 | 1%
N#Cc1c(N)oc(-c2ccco2)c1-c1ccco1 | -6 | 4% | -1% | -5 | -41%[inhibitor] | 28% | -9 | 43%[activator] | -2 | -1%
CC(Sc1nnc(Nc2ccccc2)s1)C(=O)Nc1nc(-c2ccccc2)cs1 (stereo not given) | -31 | ? | 7% | -5 | -6% | -5% | -8 | -11% | -20 | 1%
COc1ccc(N(CC(=O)NCCSCc2c(F)cccc2Cl)S(C)(=O)=O)cc1OC | -5 | 1% | 2% | 0 | -26% | 1% | -1 | 2% | 6 | 0%
CSCCC(NS(=O)(=O)c1ccccc1F)C(=O)NCC(c1ccc(F)cc1)N1CCOCC1 (stereo not given) | 13 | . | -13% | 3 | -16% | . | . | -4% | 2 | .
Cc1cc(NC(=O)CSc2nnc(NC(=O)C3CC(=O)N(c4ccccc4C)C3)s2)no1 (stereo not given) | 4 | -1% | -1% | -2 | -34% | . | 6 | 1% | 4 | 0%
COc1ccc(NC(=O)NCc2cccnc2)c(OC)c1 | 6 | -3% | 1% | 2 | 33% | 2% | . | -1% | -4 | 2%
CCCCNC(=O)C(=O)N/N=C/c1ccc(OCc2ccccc2)cc1 | -2 | 7% | 2% | 0 | -12% | . | -2 | 3% | 2 | 10%
Cc1cc(C)c(OCCOCCN(C)C)c(Br)c1 | 10 | 0% | -7% | 1 | -30% | -9% | -2 | 1% | 9 | 2%
Cc1ccccc1OCCN1C(=O)NC2(CCc3ccccc32)C1=O (stereo not given) | -1 | -2% | -1% | 7 | 7% | -1% | -2 | 0% | -6 | 0%
CSc1nnc(NC(=O)c2ccc(S(=O)(=O)N(C)C)cc2)s1 | -6 | 1% | 1% | 3 | -3% | 92%[activator] | 3 | 1% | -5 | 0%
O=C(Nc1ccc(C(=O)N2CCOCC2)cc1)c1ccc([N+](=O)[O-])cc1 | 16 | 5% | 1% | 1 | 18% | ? | 0 | -1% | -2 | 1%
COc1cc(C(=O)OCC(=O)NCCC2=CCCCC2)ccc1OCC(C)C | 14 | . | 5% | ? | 9% | . | . | -3% | -23 | .
Cn1cc(C(=O)NCCc2ccccc2)c(=O)c2cc(S(=O)(=O)N3CCOCC3)ccc21 | 4 | . | . | . | -2% | . | . | -5% | -4 | .
CC(C)Oc1ccc(/C=C(/NC(=O)c2ccccc2)C(=O)NC(Cc2ccccc2)C(=O)O)cc1 (stereo not given) | 13 | -9% | -2% | -1 | -14% | 11% | 2 | 5% | 32 | -2%
O=C(CSc1nc2cc(Cl)ccc2s1)c1ccco1 | -8 | 1% | 11% | 17 | 10% | 6% | -29 | 3% | 4 | 0%
O=C1C=C(Nc2ccc(F)cc2)c2ccccc2C1=O | -12 | . | 26% | -2 | -41% | . | . | -3% | -1 | .
Cc1ccc(OCC(=O)Nc2ccc(CN3CCOCC3)cc2)cc1 | -2 | 9% | 0% | 14 | 19% | -7% | . | -6% | 5 | -5%

Individual results from the results shown.
Under GALK inh, Cc1cc(NC(=O)CSc2nnc(NC(=O)C3CC(=O)N(c4ccccc4C)C3)s2)no1 (stereo not given) is entered as 0%
Under Coupling enz, O=C(CSc1nc2cc(Cl)ccc2s1)c1ccco1 is entered as -29
Under Integrin act MD, CCOc1ccc2c(c1)C(c1ccccc1)=NNC(c1ccccc1)=N2 is entered as -18%
Under KCNH2 3.1 inh, Cc1ccccc1OCCN1C(=O)NC2(CCc3ccccc32)C1=O (stereo not given) is entered as -1

Next compounds:
SMILES | KCNH2 3.1 inh | MLL CXXC-DNA inh | A-T KAP1 phos | TRPV1 agonist | Integrin act MD | MBNL1 CUG block | Coupling enz | ASM inhibitor | hERG WT inh | GALK inh
O=C(O)C1=C(C(=O)Nc2cccc(C(F)(F)F)c2)CCCC1 | -9 | 13% | 4% | -6 | -11% | -13% | -1 | -3% | 11 | 0%
COc1ccc(CCN(C)C(=O)C2CCN(Cc3ccccc3)CC2)cc1OC | -10 | -8% | 9%[11.5 µM] | -1 | -12% | 14% | 0 | 9% | 0 | -1%
C[C@H](CO)N1C[C@H](C)[C@@H](CN(C)S(C)(=O)=O)Oc2ccc(NC(=O)CCN3CCOCC3)cc2C1=O | -14 | . | 7% | . | 0% | . | . | 2% | -19 | .
COc1ccccc1CCNC(=O)C(=O)NCC1OCCN1C(=O)c1ccc(Cl)cc1 (stereo not given) | 8 | 8% | -4% | -1 | 38% | 3% | 1 | 0% | -9 | -7%
O=C1c2ccccc2NC(c2cccs2)N1O (stereo not given) | 0 | . | 0% | 4 | 10% | . | . | 2% | -4 | .
CS(=O)(=O)Nc1ccccc1C(=O)Nc1ccccc1Cl | 0 | -3% | -9% | -1 | 7% | -13% | 7 | 5% | 13 | 1%
O=C(CC(c1ccccc1)C1CCCCC1=O)c1ccccc1 (stereo not given) | 3 | . | . | . | -19% | . | . | -1% | 0 | .
OC(CNc1nc(C(F)(F)F)nc2ccccc12)c1ccccc1 (stereo not given) | -20 | 25% | 4% | 29 | 2% | -8% | -2 | -1% | -11 | 4%
COc1ccc(C(=O)Nc2ccc(S(=O)(=O)Nc3nccnc3OC)cc2)cc1 | 9 | -11% | -1% | 3 | 0% | 3% | 4 | -10% | 6 | 0%
O=c1[nH]n(-c2ccccc2Cl)c(=O)c2ccccc12 | 15 | -2% | -6% | 0 | 24% | 0% | 0 | -1% | -3 | -2%
CCCC(=O)OC/C(O)=C(\C#N)c1nc2ccccc2[nH]1 | 29 | ? | -1% | 1 | -65%[inhibitor] | 4% | -2 | 4% | 2 | 1%
COC(=O)c1ccc2c(=O)sc(N3CCC(C(N)=O)CC3)nc2c1 | 4 | 14% | 3% | ? | -9% | ? | -3 | 66%[activator] | 1 | -2%
CCO[C@@H]1OC(C(=O)N2CCOCC2)=C[C@H](c2ccccc2)[C@H]1CCCO | . | -28% | -10% | 1 | 7% | ? | -6 | 1% | . | -1%
CCC/C=N/NC(=O)c1ccccc1O | 9 | -4% | -2% | ? | ? | -7% | 5 | 0% | -4 | 12%
O=C(Nc1ccc(Cl)cn1)c1ccc2c(Cl)c3c(nc2c1)CCC3 | -4 | -13% | -36% | 20 | -21% | -11% | 0 | 6% | -6 | 0%
Cc1ccc(C)c(NC(=O)CN(C)C(=O)c2ccc3c(=O)n4c(nc3c2)CCC4)c1 | 0 | . | -1% | 4 | -2% | . | . | -1% | 23 | .
CCn1c(SCC(=O)N2CCc3ccccc3C2)nc2c1c(=O)n(C)c(=O)n2C | -1 | -10% | -3% | 0 | -26%[7.66 µM] | 1% | 1 | -3% | -1 | 6%
Cc1ccc(C(=O)NC(=S)NCCN2CCOCC2)cc1 | 13 | 0% | -10% | 6 | 4% | 6% | 2 | 2% | 0 | 1%
CCCCN1C(=O)c2ccc(C(=O)NCc3ccco3)cc2C1=O | -10 | 2% | 1% | ? | 7% | ? | . | 1% | -4 | -4%
COc1ccccc1NC(=S)N(Cc1cccnc1)Cc1ccccc1Cl | -8 | 26% | 0% | 4 | 7% | -12% | 3 | 0% | 8 | -2%
Cc1cc(C(=O)N/N=C2\CCCC(=O)C2)c(C)o1 | -2 | . | -1% | -2 | -6% | . | . | -4% | -3 | .
N#CC(C#N)=C1C=CC=CN1/C(=C\c1ccccc1Cl)C(=O)c1ccccc1 | 3 | 6% | ? | 10 | -40%[inhibitor] | 8% | -17 | 5% | -1 | .

In the list so far, 2 contain a COOH group.
SMILES | KCNH2 3.1 inh | MLL CXXC-DNA inh | A-T KAP1 phos | TRPV1 agonist | Integrin act MD | MBNL1 CUG block | Coupling enz | ASM inhibitor | hERG WT inh | GALK inh
CC(C)Oc1ccc(/C=C(/NC(=O)c2ccccc2)C(=O)NC(Cc2ccccc2)C(=O)O)cc1 (stereo not given) | 13 | -9% | -2% | -1 | -14% | 11% | 2 | 5% | 32 | -2%
O=C(O)C1=C(C(=O)Nc2cccc(C(F)(F)F)c2)CCCC1 | -9 | 13% | 4% | -6 | -11% | -13% | -1 | -3% | 11 | 0%
